Screening results deposited in PubChem by several laboratories.
LMP1 NFkB inh = reduces LMP1-driven NF-kappaB luciferase signal; LMP1-induced NF-kappaB luciferase reporter cells, luminescence; 350,000 tested, 0.69% active; inhibition, % at 12.5 µM; in the data active = inhibition above about 41%;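 also: 0% = neutral control wells and 100% = reference inhibitor control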
SRC1 inh = inhibitors of human steroid receptor coactivator 1 (SRC1) | Q15788 | 360,000 tested, 0.12% active | inhibition, % at 3.6 µM | HEK293 GAL4-SRC1 luciferase reporter, luminescence | AID 588354;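 active = inhibition above the campaign mean plus 3 SD, with each screening campaign given its own cutoff, cut at about 60% in these data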;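 also: 0% = DMSO treated cells and 100% = gossypol at 36 µM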
TROY signal inh = blocks TROY-dependent signaling in reporter cells. Q293 LMP1-TROYcd NF-kB luciferase reporter, 4 h. inhibition, % at 10 µM. 360,000 tested, 0.98% active. AID 1347056;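 active = compounds whose plate-normalised and pattern-corrected inhibition of the luciferase reporter signal at the single screening dose is 50% or more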
COUP-TFII inh = inhibitors of human COUP-TFII (NR2F2) | P24468 | HEK293T NGFI-A luciferase reporter, luminescence | inhibition, % at 8.6 µM | 370,000 tested, 0.7% active;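 active = inhibition above a per-plate cutoff, mean inhibition of test wells between control levels plus 3 SD, cut at about 38% in these data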;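 also: cells cotransfected with COUP-TFII expression vector driving the NGFI-A reporter; 0% = median of COUP-TF2 test wells and 100% = reporter-only cells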
Vif inh = blocks HIV Vif function | HEK293T cells, Vif self-association by quenched fluorescence, imaging, 24 h | inhibition, % at 7.49 µM | 340,000 tested, 0.35% active; in the data active = inhibition above about 50%, passing the limit was not always enough; also: some results filed as inactive read as strong as hits
TLR9-MyD88 block = TLR9-MyD88 interaction inhibition. Q9NR96+Q99836. CHO BLA complementation TLR9-MyD88, CCF4 FRET ratio. inhibition, % at 4.98 µM. 340,000 tested, 0.21% active;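 active = inhibition above the mean over all tested compounds plus 3 SD, cut at about 21% in these data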;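 also: 0% = DMSO only wells and 100% = clavulanate BLA inhibitor control wells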
C8 TRAIL sens = sensitizes caspase-8 expressing cells to TRAIL. inhibition (viability loss, TRAIL sensitization), % at 10 µM. NB7+C8 cells + TRAIL, ATPlite viability luminescence. AID 624354. 360,000 tested, 1% active;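 active = compounds causing at least 50% loss of cell viability in the single-dose screen, relative to plate controls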
NOD2 RIPK2 PPI = inhibitors of human NOD2-RIPK2 interaction | O43353 | CHO BLA complementation NOD2-RIPK2, CCF4 ratio | inhibition, % at 4.98 µM | 360,000 tested, 0.38% active; in the data active = inhibition above about 21%;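 also: 0% = vehicle only and 100% = reference blocker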
SRC2 inh = human SRC2 (NCOA2) inhibition; Q15596; HEK293 GAL4-SRC2 luciferase reporter, luminescence; inhibition, % at 9 µM; 370,000 tested, 0.17% active;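 active = inhibition above the mean inhibition of all tested compounds plus 3 SD, set per campaign, cut at about 52% in these data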;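 also: 0% = DMSO treated cells and 100% = cells given Gossypol at 36 µM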
NCOA3 inh = human NCOA3 inhibition; HEK293 GAL4-SRC3 luciferase reporter, luminescence; 360,000 tested, 0.17% active; AID 588352; inhibition, % at 3.6 µM;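 active = inhibition above a per-campaign cutoff, the mean of all compounds plus 3 SD, cut at about 60% in these data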;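 also: 0% = DMSO-treated cells and 100% = gossypol-treated cells at 36 µM; higher means less SRC3-driven luciferase light from the GAL4 reporter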
Target sequence (Q9Y6Q9 whole entry, looked up, the tested form may be a part): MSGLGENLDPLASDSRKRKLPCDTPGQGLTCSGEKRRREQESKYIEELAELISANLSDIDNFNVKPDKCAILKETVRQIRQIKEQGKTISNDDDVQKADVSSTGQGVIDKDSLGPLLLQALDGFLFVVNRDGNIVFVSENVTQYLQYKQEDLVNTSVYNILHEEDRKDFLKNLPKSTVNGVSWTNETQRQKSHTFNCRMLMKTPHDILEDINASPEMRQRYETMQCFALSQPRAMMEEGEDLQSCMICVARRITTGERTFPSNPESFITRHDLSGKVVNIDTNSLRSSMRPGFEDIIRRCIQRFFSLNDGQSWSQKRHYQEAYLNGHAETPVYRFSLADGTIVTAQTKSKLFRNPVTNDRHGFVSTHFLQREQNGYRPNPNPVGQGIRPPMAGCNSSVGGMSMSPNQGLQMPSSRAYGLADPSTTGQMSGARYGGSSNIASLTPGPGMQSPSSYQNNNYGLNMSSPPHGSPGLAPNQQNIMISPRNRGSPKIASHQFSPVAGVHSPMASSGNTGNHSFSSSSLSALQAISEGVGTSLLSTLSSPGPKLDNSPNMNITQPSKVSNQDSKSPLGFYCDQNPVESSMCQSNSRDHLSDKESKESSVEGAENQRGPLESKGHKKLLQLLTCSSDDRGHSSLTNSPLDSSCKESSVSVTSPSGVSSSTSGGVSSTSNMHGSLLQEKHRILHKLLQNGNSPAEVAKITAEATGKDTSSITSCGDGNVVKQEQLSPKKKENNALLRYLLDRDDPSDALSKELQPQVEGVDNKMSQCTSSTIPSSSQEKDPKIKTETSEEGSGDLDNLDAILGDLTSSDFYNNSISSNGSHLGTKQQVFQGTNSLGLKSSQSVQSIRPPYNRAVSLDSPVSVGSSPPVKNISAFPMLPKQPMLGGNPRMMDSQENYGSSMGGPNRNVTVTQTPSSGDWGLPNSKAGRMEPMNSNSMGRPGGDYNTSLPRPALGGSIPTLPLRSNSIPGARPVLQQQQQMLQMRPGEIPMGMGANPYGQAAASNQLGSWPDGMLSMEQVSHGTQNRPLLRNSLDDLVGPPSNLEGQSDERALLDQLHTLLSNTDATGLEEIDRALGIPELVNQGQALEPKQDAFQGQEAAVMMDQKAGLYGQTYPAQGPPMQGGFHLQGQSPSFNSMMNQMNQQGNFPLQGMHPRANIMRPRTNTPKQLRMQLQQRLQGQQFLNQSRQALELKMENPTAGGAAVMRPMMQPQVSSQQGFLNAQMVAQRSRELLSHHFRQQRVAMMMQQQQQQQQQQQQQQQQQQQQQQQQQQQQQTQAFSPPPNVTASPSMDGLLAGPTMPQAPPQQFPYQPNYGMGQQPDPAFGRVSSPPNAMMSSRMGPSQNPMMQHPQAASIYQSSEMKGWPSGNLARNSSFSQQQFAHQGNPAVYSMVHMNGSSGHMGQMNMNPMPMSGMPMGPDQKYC
LRH-1 inv ag = NR5A2 inverse agonism in reporter assay. HEK293T StAR-luciferase reporter, LRH-1 transfected, 24 h. inhibition, % at 3.6 µM. 360,000 tested, 0.13% active. AID 602396;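 active = inhibition above the mean inhibition of all tested compounds plus 3 SD, cut at about 73% in these data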;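 also: 0% = DMSO wells and 100% = reporter-only cells lacking LRH-1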
Active calls of the source: *; / = no result given. Not all compounds are listed (hit frequency here may not be typical).

The line under a structure holds: LMP1 NFkB inh, SRC1 inh, TROY signal inh, COUP-TFII inh, Vif inh, TLR9-MyD88 block, C8 TRAIL sens, NOD2 RIPK2 PPI, SRC2 inh, NCOA3 inh, LRH-1 inv ag
- Cc1cc(C)c2cc(CN(CCCN(C)C)C(=S)NCc3ccccc3)c(=O)[nH]c2c1
→ 1, -4, 1, -5, 9, -2, -5, 6, -15, 8, 2
- CCCn1c(N2CCOCC2)nc2c1c(=O)[nH]c(=O)n2C
→ 1, -10, -10, 12, 5, -2, 1, -24, 13, -8, -18
- CC(C)C[C@H](NC(=O)N1CC(=O)Nc2ccccc21)C(=O)N[C@H](Cc1ccccc1)C(=O)O
→ 1, -11, 8, -11, 4, -4, -2, 1, -3, 8, 2
- CC(=O)Nc1ccc(OCC(O)Cn2nc(C)c(C)c2C)cc1 (centres undefined)
→ 5, 10, 5, 28, 0, 6, 2, -5, -28, 11, 13
- COC(=O)C(C(=O)OC)c1ccccc1[N+](=O)[O-]
→ -4, -19, 9, -2, /, -9, -8, -5, -27, 6, 4
- Cc1ccc(OS(=O)(=O)c2cn(C)c(=O)n(C)c2=O)cc1C
→ -3, -26, 11, -4, 5, -7, 2, 8, -5, 2, 0
- C=CCC[C@@H](Cc1ccc(F)cc1)C(=O)OC[C@@H](Cc1c[nH]c2ccccc12)NC(=O)[C@@H](CC=C)CC(=O)NCCO
→ -3, 0, 14, 0, -5, -4, 13, -4, 8, -4, 7
- O=C(CCNC(=O)c1ccc(Br)cc1)NNC(=O)COc1ccccc1F
→ 8, 0, 13, 4, -5, -10, 11, -4, 4, 5, -22
- NC(=O)c1cc(S(=O)(=O)NCc2ccc(Br)cc2)cs1
→ 4, 4, 10, 5, 11, 0, -18, -3, 4, 2, 11
- Nc1nc2n(n1)C(c1cccs1)CC(c1ccc(F)cc1)N2 (centres undefined)
→ -16, -13, -18, 5, -26, 0, -8, -7, 1, -6, -18
- COc1ccc(/C=N/Nc2nc(C)cc(-c3ccccc3)n2)c(OC)c1
→ 3, -15, 2, 2, -10, -3, -3, 3, -7, -5, 9
- O=C(c1cnn(C(=O)c2ccccc2)c1)c1ccccc1O
→ 0, -55, -3, 7, -3, -1, 0, 0, -8, -24, -45
- CCCn1c(-c2cccnc2Cl)nc2cc(Cl)c(Cl)cc21
→ -6, -14, 18, -22, -12, 0, -7, 5, 8, -1, -27
- O=C(Nc1ccc(O)cc1)c1ccc2c(c1)C(=O)N(Cc1cccnc1)C2=O
→ -4, 10, 0, -5, /, -5, 2, -4, -32, 27, -26
- OCCc1ccc(O)cc1
→ -4, 13, -17, 7, -7, 8, -11, -17, 4, -9, -10
- O=C1CSC(c2ccc(F)cc2)N1c1c(F)cccc1F (centres undefined)
→ -2, 5, -7, -1, -11, 8, -6, -12, -15, 4, 23
- C=CCNc1nc2c(c(=O)[nH]c(=O)n2C)n1CCOc1ccccc1
→ 4, 7, 6, 2, -3, 6, 1, -1, -22, -7, 2
- O=C(CSCc1c(F)cccc1Cl)Nc1cccnc1
→ -14, 3, -11, -3, 3, -3, 10, -8, 14, -10, -3
- COc1cccc(NC(=O)C(=O)N/N=C/c2ccc3c(c2)OCO3)c1
→ -10, 2, -16, -6, 6, -2, -19, -2, -9, -15, -1
- COc1ccc(Br)cc1CN(C)C(=O)CNC(=O)c1ccc2ccccc2c1
→ 7, -3, 12, 1, 0, -8, 20, 10, -19, 6, 3

Looked up above.
In NCOA3 inh, `COc1cccc(NC(=O)C(=O)N/N=C/c2ccc3c(c2)OCO3)c1` is listed with -15
In TROY signal inh, `CC(C)C[C@H](NC(=O)N1CC(=O)Nc2ccccc21)C(=O)N[C@H](Cc1ccccc1)C(=O)O` is listed with 8

Going on with the list.
The line under a structure holds: LMP1 NFkB inh, SRC1 inh, TROY signal inh, COUP-TFII inh, Vif inh, TLR9-MyD88 block, C8 TRAIL sens, NOD2 RIPK2 PPI, SRC2 inh, NCOA3 inh, LRH-1 inv ag
- COc1ccc(Cl)cc1NC(=O)CN(C)C1CCS(=O)(=O)C1 (centres undefined)
→ 2, 5, -8, -8, 13, 10, -6, -1, -4, 9, -3
- Nc1cc(=O)[nH]c(SCC(=O)NC2CCCc3ccccc32)n1 (centres undefined)
→ -8, 7, 1, 12, 1, 9, 18, -6, -67, 21, -4
- CCN(CC)c1ccc(/C=N/N2CCN(Cc3ccccc3Cl)CC2)cc1
→ 6, 12, -4, 13, -1, 2, 2, -1, 13, 1, 1
- O=C(NCCS(=O)(=O)N1CCN(c2cccc(Cl)c2)CC1)c1ccco1
→ 4, -1, -24, 14, -11, -1, -3, 6, 3, -10, -9
- Nc1nnc(SCC(=O)Nc2cccc(S(=O)(=O)N3CCOCC3)c2)s1
→ 3, -27, -7, 4, 7, -3, 7, 0, -6, 5, 5
- CC(NC(=O)Cc1ccc([N+](=O)[O-])cc1)c1ccc2c(c1)OCO2 (centres undefined)
→ -9, 5, -2, 13, -2, 1, 8, 0, -5, 3, 10
- OCCc1c[nH]c2ccc(C(F)(F)F)cc12
→ -3, -20, -3, -11, -13, 0, -7, 5, 8, 1, -18
- Cc1ccc(S(=O)(=O)N2CCCC2C(=O)NCCc2ccccc2)cc1 (centres undefined)
→ -1, -7, 9, 9, -7, 2, 3, -1, 21, 20, -3
- CCC1(Cc2ccccc2)NC(=O)c2ccccc2O1 (centres undefined)
→ -2, -26, 9, 3, -7, /, -5, -14, 7, 9, -6
- O=C(NC1CCCC1)c1cc(-c2ccccc2O)on1
→ -36, -55, -41, -44, 8, 6, 3, -11, -31, -81, -67
- Cc1ccc(-n2nnnc2-c2cnn(-c3ccc(F)cc3)c2C(F)(F)F)cc1
→ -1, 8, 25, 7, -7, 2, 10, -3, 17, -6, 8
- O=C(C[n+]1ccc(-c2nnc3n2CCC3)cc1)c1ccc(Cl)c(Cl)c1
→ 38, -18, -1, 13, -18, -10, -8, -13, 3, 12, -5
- CC1Cc2ccccc2N1C(=O)Cn1c(=O)oc2cc(S(=O)(=O)N3CCCCC3)ccc21 (centres undefined)
→ -3, 6, 2, -1, 6, -1, 13, 0, -4, -6, 15
- CCCCNC(=O)CCn1c(=O)c2ccccc2n(CC(=O)NCCc2ccc(OC)c(OC)c2)c1=O
→ -3, -2, 15, 18, -2, 1, 2, -2, 23, 5, 1
- COc1ccc(S(C)(=O)=O)cc1S(C)(=O)=O
→ 3, 2, 22, -6, -3, -4, 0, -9, -3, 16, 5
- CN(Cc1ccccc1)C(=O)c1[nH]cnc1C(=O)NCC(=O)OC(C)(C)C
→ -1, -5, -26, 13, 5, -3, -8, 2, -4, 13, -10
- COc1ccc(CNC(=O)[C@@H]2CC=C[C@@H]3CCN(C4CCCCC4)C(=O)[C@@H]32)cc1
→ 1, -3, -6, 9, -3, 2, 3, -4, -3, 3, -8
- O=C(O)c1[nH]c2ccccc2c1C(c1cc(Cl)cc([N+](=O)[O-])c1O)c1c(C(=O)O)[nH]c2ccccc12
→ -19, 6, 27, -4, 1, 1, 0, -4, -7, -2, 10
- COc1ccc(/C=N/NS(=O)(=O)c2ccc(F)cc2)cc1CN1CCSCC1
→ 6, 12, 4, 13, 2, 1, -7, -3, 2, -14, 4
- COc1ccc(CC(=O)Nc2ccc3nc(SC)sc3c2)cc1OC
→ -2, 2, 11, -2, -2, -5, 1, 3, 2, -15, 4

Part of the list above in order of formula weight, ascending.
The line under a structure holds: LMP1 NFkB inh, SRC1 inh, TROY signal inh, COUP-TFII inh, Vif inh, TLR9-MyD88 block, C8 TRAIL sens, NOD2 RIPK2 PPI, SRC2 inh, NCOA3 inh, LRH-1 inv ag
- O=C(NC1CCCC1)c1cc(-c2ccccc2O)on1
→ -36, -55, -41, -44, 8, 6, 3, -11, -31, -81, -67
- CC(NC(=O)Cc1ccc([N+](=O)[O-])cc1)c1ccc2c(c1)OCO2 (centres undefined)
→ -9, 5, -2, 13, -2, 1, 8, 0, -5, 3, 10
- O=C(C[n+]1ccc(-c2nnc3n2CCC3)cc1)c1ccc(Cl)c(Cl)c1
→ 38, -18, -1, 13, -18, -10, -8, -13, 3, 12, -5
- COc1ccc(CNC(=O)[C@@H]2CC=C[C@@H]3CCN(C4CCCCC4)C(=O)[C@@H]32)cc1
→ 1, -3, -6, 9, -3, 2, 3, -4, -3, 3, -8
- CCCCNC(=O)CCn1c(=O)c2ccccc2n(CC(=O)NCCc2ccc(OC)c(OC)c2)c1=O
→ -3, -2, 15, 18, -2, 1, 2, -2, 23, 5, 1

(next part)
compound | LMP1 NFkB inh | SRC1 inh | TROY signal inh | COUP-TFII inh | Vif inh | TLR9-MyD88 block | C8 TRAIL sens | NOD2 RIPK2 PPI | SRC2 inh | NCOA3 inh | LRH-1 inv ag
C=CCn1cc(CN2CCC(C(=O)Nc3cccc(-c4cccc(Cl)c4)c3)CC2)c(C)n1 | -6 | -5 | 9 | 20 | -13 | 13 | 32 | 10 | 16 | 5 | -1
CC1CCN(Cc2cc(=O)oc3cc(O)c(Cl)cc23)CC1 | 2 | -47 | -3 | -6 | -1 | 7 | -11 | 31* | -2 | 2 | -21
CCOc1ccc(N2C(=O)CC(N(CCc3ccc(OC)cc3)C(=O)/C=C/C(=O)O)C2=O)cc1 (centres undefined) | -4 | 7 | -16 | 1 | 3 | 2 | -1 | -1 | -7 | 11 | 4
O=C(NC1CCCCC1)N(Cc1nc2ccccc2c(=O)[nH]1)C1CCCC1 | -4 | -4 | -1 | 27 | / | -6 | 2 | 0 | -20 | -1 | 1
COc1ccc(C(=O)OCC[N+]2(C)CCCCC2)cc1 | 6 | -40 | -36 | 13 | 1 | 6 | 1 | -3 | -15 | 0 | 17
COc1ccc(CC2(C)OC(c3ccccc3)=NN2C(C)=O)cc1 (centres undefined) | -3 | 6 | -16 | 4 | 9 | -4 | -3 | -1 | 3 | 17 | -19
CC1CCc2c(sc3ncnc(NS(=O)(=O)c4cccs4)c23)C1 (centres undefined) | 2 | 8 | 3 | -4 | -4 | -10 | 23 | -4 | -10 | 0 | -19
CC1CCN(S(=O)(=O)c2nnc(NC(=O)COc3ccccc3)s2)CC1 | -2 | 5 | -6 | -14 | 0 | -6 | -14 | -1 | 9 | -1 | -19
COc1ccc(N=C(N)N=C(N)N)c(OC)c1 | -5 | -5 | -19 | 8 | -7 | 4 | -11 | -8 | -9 | 20 | -14
Cc1ccnc(Nc2nc(-c3c(C)nc4sccn34)cs2)c1 | -11 | -30 | -7 | 8 | -24 | 7 | 23 | -2 | -30 | -1 | -62
O=P(c1ccccc1)(c1ccccc1)c1nc(-c2ccc(Cl)cc2)oc1N1CCOCC1 | -4 | -13 | 3 | 1 | 0 | 1 | -16 | 7 | 7 | 11 | -13
CCc1cc2c(SCC(=O)NC(=O)c3cccn3C)ncnc2s1 | 6 | 3 | -7 | 0 | 0 | -8 | 11 | 0 | -2 | 20 | 14
CCN1CCN=C1Nc1ccccc1 | -1 | 8 | 7 | -1 | 10 | -1 | 18 | 1 | -16 | 9 | -1
CCOc1ccccc1N(CC(=O)Nc1ccc(C)cc1)S(C)(=O)=O | -1 | -9 | 6 | 17 | / | 11 | -6 | -3 | -23 | -5 | 7
Cc1c(C(=O)OC(C)C)sc(NC(=O)c2cnccn2)c1C(=O)OC(C)C | 1 | 13 | 8 | 16 | 15 | -5 | 5 | -4 | -7 | 10 | -9
